Screening data: PubChem, Broad Institute
S100A4 inh HTS – blocks human S100A4 binding to myosin IIA peptide. P26447. S100A4/TAMRA-MyoIIA peptide fluorescence polarization. inhibition, % at 10.7 µM. 360,000 tested, 0.14% active;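 active = mean inhibition of at least 70% across replicates, with every replicate also reaching that level; inconclusive = mean inhibition reaches 70% but some replicates fall short; inactive = mean inhibition below 70%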
Target sequence (P26447 whole entry, looked up): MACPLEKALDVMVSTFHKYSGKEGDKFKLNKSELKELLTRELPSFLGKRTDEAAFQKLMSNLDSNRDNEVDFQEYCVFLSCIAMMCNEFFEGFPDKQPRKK
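Material: S100A4 monomer (human). Medium: Calcium-containing HEPES buffer, pH 7.2. Probe or stimulus: labelled myosin peptide probe, 5 nM. Compound dosing: one concentration per compound. Timing: polarization read 5 min after assay mix addition, stable 5–60 min. Benchmarks: DMSO as neutral control, TFP as positive control.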
DENV2 CPE – DENV2-induced cell death inhibition; DENV2-infected cells, cytopathic effect rescue, plate reader; CPE inhibition, % at 9.99 µM; 350,000 tested, 1.7% active; AID 651640; in the data active = CPE inhibition above about 20%, passing the limit was not always enough; inconclusive = no clear call, values can overlap the other calls; tested in BHK-21 cells;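 note: 0% = median of neutral control wells and 100% = median of positive control wells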
Statin myotox sup – suppressors of simvastatin-induced myotoxicity in C2C12 myotubes | ATP luminescence, 48 h; scaled: DMSO 0, geranylgeraniol control 100 | rescue of ATP level, % at 7.49 µM | 330,000 tested, 0.78% active | AID 602340;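 active = mean ATP rescue above about 67%, or every replicate alone reaching that limit, limit read from the data, passing the limit was not always enough; inconclusive = no clear call, values can overlap the other calls; inactive = mean under the limit and some replicate under it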;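 note: myotubes were challenged with 10 µM simvastatin during compound exposure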
SIRT5 inh – sirtuin-5 (human) deacylase inhibition | Q9NXA8 | Purified SirT5, succinyl-peptide AMC, trypsin-coupled fluorescence | inhibition, % at 15 µM | 330,000 tested, 1.1% active; in the data active = inhibition above about 15%; inconclusive = no clear call, values can overlap the other calls
Target sequence (Q9NXA8 whole entry, looked up): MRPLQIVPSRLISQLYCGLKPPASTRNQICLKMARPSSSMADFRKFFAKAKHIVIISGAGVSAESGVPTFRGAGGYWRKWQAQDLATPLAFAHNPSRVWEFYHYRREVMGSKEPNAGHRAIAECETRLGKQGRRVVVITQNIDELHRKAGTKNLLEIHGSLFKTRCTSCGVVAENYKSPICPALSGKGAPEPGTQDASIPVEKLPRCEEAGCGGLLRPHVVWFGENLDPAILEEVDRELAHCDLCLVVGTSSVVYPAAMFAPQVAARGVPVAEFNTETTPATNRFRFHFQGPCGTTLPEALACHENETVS
ERp5 inh – inhibitors of human ERp5. Q15084. ERp5 insulin aggregation, absorbance 650 nm, 90 min. inhibition, % at 9.99 µM. 350,000 tested, 0.05% active. AID 651711;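 active = mean replicate inhibition above about 25%, with every replicate also reaching it, limit read from the data, passing the limit was not always enough; inconclusive = only one of those two criteria met; inactive = neither criterion met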
Target sequence (Q15084 whole entry, looked up): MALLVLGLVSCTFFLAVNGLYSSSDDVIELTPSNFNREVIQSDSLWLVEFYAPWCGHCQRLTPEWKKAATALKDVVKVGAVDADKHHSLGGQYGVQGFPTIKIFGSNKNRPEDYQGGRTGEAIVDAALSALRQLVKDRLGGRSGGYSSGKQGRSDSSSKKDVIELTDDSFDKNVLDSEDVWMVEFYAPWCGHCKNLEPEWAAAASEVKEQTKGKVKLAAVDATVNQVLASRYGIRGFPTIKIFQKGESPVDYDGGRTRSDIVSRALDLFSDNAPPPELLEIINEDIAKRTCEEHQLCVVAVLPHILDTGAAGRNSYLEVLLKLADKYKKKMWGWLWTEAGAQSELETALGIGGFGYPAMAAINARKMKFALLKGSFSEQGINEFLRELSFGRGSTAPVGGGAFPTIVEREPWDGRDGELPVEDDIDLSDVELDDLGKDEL
PglD DTNB – inhibitors of Campylobacter jejuni PglD acetyltransferase; purified PglD enzyme, DTNB colorimetric CoA detection; inhibition, % at 12.5 µM; 360,000 tested, 0.098% active; AID 602405; in the data active = inhibition above about 16%, passing the limit was not always enough; inconclusive = no clear call, values can overlap the other calls; note: strong numbers were not always called active
E-selectin induc – induces E-selectin expression in human endothelial cells; P16581; HUVEC E-selectin immunofluorescence imaging; normalized: neutral wells 0, TNF-alpha wells 100; activation, % at 7.58 µM; 260,000 tested, 0.37% active; AID 686992;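 active = mean E-selectin-positive cell signal at least 10% of the positive control, reached in at least 60% of replicates, without over 20% cell loss; inconclusive = no rule given, readout overlaps actives, possibly toxicity-flagged; inactive = the rest, including those meeting only one limit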;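 note: in these data hits start at about 27%; measured in HUVEC primary endothelial cells; signal is the percent of cells scored E-selectin positive by PE staining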
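System: HUVEC, human umbilical vein endothelial cells; quantity: 3,000 cells/well; buffer or medium: EGM-2 medium, gelatin-coated wells; dosing: single-point compound dose; detection: immunofluorescence imaging; evaluation: % PE-positive cells; benchmarks: TNF-alpha, DMSO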
* hit, by the source's call; ? = inconclusive; nt = not tested or not shown; & = joins results of further samples; ! = repeats disagree. The list is partial; rates above refer to the full screens.

Structure,S100A4 inh HTS,DENV2 CPE,Statin myotox sup,SIRT5 inh,ERp5 inh,PglD DTNB,E-selectin induc
C[C@H]1CN([C@@H](C)CO)C(=O)c2cccc(N(C)C)c2O[C@H]1CN(C)C,6,-4,26,-6,-3,-3,0.2
COc1ccc(CC(=O)NNC(=O)c2nn(Cc3ccccc3)c(=O)c3ccccc23)cc1OC,-1,-1,1,2,3,nt,5.7
CNc1nc(Oc2ccc3sc(C)nc3c2)c2sccc2n1,-4,-8,nt,-8,5,-1,0.7
COc1cccc(-c2ccc3c(c2)[C@@H]2[C@@H](CCN2C(=O)c2ccc(F)cc2)[C@H](CO)N3)c1,2,-19,-6,3,-4,2,0.8
CC(=O)Nc1ccc2nc3c(=O)n(C)c(=O)n(C)c3nc2c1,4,-5,nt,1,-1,nt,3.2
CC(C)NC(=O)N(C)C[C@@H]1Oc2ncc(-c3ccc(C(=O)N(C)C)cc3)cc2C(=O)N([C@H](C)CO)C[C@@H]1C,5,-6,-4,-2,-3,-2,0.6
CN(C)CC(=O)N[C@H]1CC[C@H](CC(=O)NCc2ccccc2F)O[C@H]1CO,4,10,-2,1,5,1,0.2
Cc1ccc2c(CN3CCCCC3)cc(=O)oc2c1,-5,-4,-9,-4,0,7,0.0
C[C@H](CO)N1C[C@H](C)[C@H](CN(C)S(C)(=O)=O)Oc2c(NC(=O)c3ccc(-c4nccs4)cc3)cccc2C1=O,-3,11,nt,-1,2,-1,-5.3
O=C(c1cccc(S(=O)(=O)Nc2cccc(C(F)(F)F)c2)c1)N1CCCCC1,14,?,5,-2,-5,nt,nt
COc1ccc(CCNC(=O)CS(=O)Cc2nc(-c3ccccc3Cl)oc2C)cc1OC (centres undefined),1,-1,9,-1,2,2,nt
O=C(NCCCN1CCC(Cc2ccccc2)CC1)C1CCC(=O)N1C1CCCC1 (centres undefined),-28,-14,11,-1,?,4,-0.8
O=C(COc1coc(CN2CCN(c3ccc(F)cc3)CC2)cc1=O)NC1CCCC1,5,16,12,-3,-1,-7,1.7
CC(=O)Nc1ccc(CN2CCCC(C(=O)c3cccc(C(F)(F)F)c3)C2)cc1 (centres undefined),0,2,nt,-2,-3,nt,nt
CCOC(=O)Cc1cnc(NC(=O)CSc2nc(C)c(CC)c(=O)[nH]2)s1,0,-8,3,-3,1,nt,0.4
COc1cc(OC)cc(C(=O)NCC(=O)N2CCN(S(=O)(=O)c3ccccc3F)CC2)c1,-4,-1,-6,1,5,1,5.4
COc1ccc(-c2nc(CS(=O)CC(=O)NC3CCCCC3)c(C)o2)cc1 (centres undefined),-7,0,-5,-1,-8,1,nt
CCOc1ccccc1NC(=O)Nn1cnnc1,0,1,0,-2,2,2,0.2
O=C(C[C@@H]1C[C@@H]2c3cc(NC(=O)C4CCOCC4)ccc3O[C@@H]2[C@@H](CO)O1)NCc1cccc(F)c1,-1,-3,-1,1,-3,2,-0.2
COc1cccc(NC(=O)CN(C)C(=O)[C@@H]2CCCN2C(=O)c2cccs2)c1,1,13,4,1,-1,-1,0.3
O=C(C[C@@H]1CC[C@H]2[C@@H](COC[C@H](O)CN2C(=O)Nc2ccc(Cl)cc2)O1)NCC1CCCCC1,nt,2,-18,nt,nt,-4,0.1
CCOc1ccc(NC(=O)COC(=O)CCN2C(=O)C3CC=CCC3C2=O)cc1OCC (centres undefined),-1,-2,0,7,3,0,-0.5
CC(C)c1ccc(NC(=O)COc2nncc3ccccc23)cc1,-1,-2,nt,-2,2,nt,nt
CCOC(=O)C1=C(N)Oc2cc(O)ccc2C1c1ccc(Br)cc1 (centres undefined),1,-5,12,0,2,4,nt
CCN(C(=O)COC(=O)CNC(=O)c1ccc2ccccc2c1)c1c(N)n(Cc2ccccc2)c(=O)[nH]c1=O,0,-3,2,-2,4,3,-0.1
COCC(=O)N(C)C[C@H]1Oc2ncc(C3=CCCC3)cc2C(=O)N([C@H](C)CO)C[C@@H]1C,-3,-5,4,-1,1,1,0.0
CCOC(=O)C1CCN(C(=O)c2cccc(S(=O)(=O)Nc3ccc(C)cc3C)c2)CC1,-3,3,nt,4,5,nt,nt
COc1ccc(C)cc1NC(=O)C1CCN(S(C)(=O)=O)CC1,3,0,-2,-3,3,-4,nt
CCOC(=O)c1c[nH]n(-c2ccc(C)cc2)c1=O,-2,0,-4,-8,-12,4,-1.5
O=C(Nc1ccc(F)cc1)C(c1cccc(F)c1)N1CCN(C(=O)c2ccco2)CC1 (centres undefined),8,47*,nt,0,-1,nt,-0.1
O=C(N/N=C/c1cccc(OCC(=O)N2CCCC2)c1)C(=O)Nc1ccccc1F,-1,-4,3,2,1,-6,1.0
Cc1ccc(NC(=O)Nc2ccc3c(c2)CCC3)cc1C,-1,1,nt,-2,6,1,-0.3
Cc1ccc(OCc2ccc(C(=O)N3CCCC3)o2)cc1C,-6,1,-2,2,2,0,-0.1
Cn1c(C(=O)OC(C(=O)NC2CCCCC2)c2ccncc2)cc2sccc21 (centres undefined),2,-5,9,-15,3,0,nt
CNC[C@@H]1Oc2c(NC(=O)c3ccncc3)cccc2C(=O)N([C@@H](C)CO)C[C@@H]1C,-8,1,14,-1,-2,-1,-0.1
CCc1ccc(CCC(=O)N2CCN(S(=O)(=O)c3ccc(Br)cc3)CC2)cc1,5,-3,11,-1,-2,-1,2.6
COc1ccc(OCC(=O)NCCNC(=O)c2cccnc2)cc1,-2,-4,19,0,4,5,0.0
COC(=O)[C@]1(C)N[C@H](CN(C)S(=O)(=O)c2ccccc2)[C@@H]2C(=O)N(Cc3ccccc3)C(=O)[C@@H]21,0,-23,1,1,1,1,-0.2
COc1ccc(NC(=O)Nc2ccc3c(c2)[C@@H]2C[C@@H](CC(=O)N[C@@H](C)c4ccccc4)O[C@@H](CO)[C@@H]2O3)cc1,-4,-3,-6,6,0,-2,3.4
C[C@@H]1CN([C@@H](C)CO)C(=O)c2cc(-c3cccnc3)cnc2O[C@@H]1CN(C)C(=O)C1CCOCC1,-8,6,12,-4,-10,-3,0.0
CC(C)Cc1nnc(NC(=O)CSc2nc(-c3ccccc3)cc(=O)[nH]2)s1,1,2,nt,-6,2,nt,nt
C[C@H]1CN([C@@H](C)CO)C(=O)CCCn2nncc2CO[C@@H]1CN(C)C(=O)c1cc(-c2ccccc2)on1,-18,4,19,-4,-2,-1,0.2
Cc1ccc(S(=O)(=O)N2CCN(C(=O)c3n[nH]c4ccccc34)CC2)cc1,-1,-3,10,0,0,1,-0.4
CN(C)C1=NC(=O)/C(=C\c2ccccc2)S1,-2,3,nt,0,6,nt,-9.2
CCCNC(=O)Nc1ccc2c(c1)OC[C@@H](C)N(S(C)(=O)=O)C[C@H](C)[C@@H](OC)CN(C)C2=O,5,2,nt,nt,5,nt,-0.1
COc1ccc(NC(=O)COc2coc(CN3CCN(c4ccccc4)CC3)cc2=O)cc1,8,1,-9,2,1,-6,0.1
CC(=O)Nc1ccc(NC(=O)c2ccc(CSc3ccccc3)o2)cc1,2,1,nt,1,-2,nt,-3.7
COC(=O)Cn1c2ccc(OC)cc2c2nc(C)sc21,14,-2,nt,6,0,3,nt
COC(=O)[C@H]1C[C@@]2(O)CN(S(=O)(=O)c3ccc(C)cc3)C[C@@]2(OC(=O)NCC2CCCCC2)C[C@H]1C(=O)OC,1,?,7,-2,7,-3,0.0
O=C(CN1C(=O)c2cccc3cccc1c23)NC1CCCCC1,0,1,1,-5,-7,1,nt

Remaining list, next part
Structure,S100A4 inh HTS,DENV2 CPE,Statin myotox sup,SIRT5 inh,ERp5 inh,PglD DTNB,E-selectin induc
Cc1cc(C(=O)N/N=C/C=C/c2cccc([N+](=O)[O-])c2)n[nH]1,0,0,nt,0,2,-1,6.0
CCN1C(=O)CC(NCc2ccc(S(N)(=O)=O)cc2)C1=O (centres undefined),-24,-1,6,-3,0,1,3.1
O=C(NCCN1CCN(c2ccccc2Cl)CC1)Nc1ccccc1,-5,20,-11,-4,0,8,0.0
CC(=O)Nc1ccc(/C=C/c2ccc3cccc([N+](=O)[O-])c3n2)cc1,4,nt,nt,0,2,-1,2.0
CC1CCC(C(=O)NC(C(=O)N2CCN(c3ccccn3)CC2)C(C)C)CC1 (centres undefined),0,nt,-6,0,-8,0,nt
Cc1c(Br)c([N+](=O)[O-])nn1CC(=O)N(C)Cc1ccccc1,-2,-4,nt,-1,-6,nt,1.4
COc1ccc(NC(=O)N(C)C[C@H]2Oc3c(NC(=O)c4nc5ccccc5s4)cccc3C(=O)N([C@@H](C)CO)C[C@H]2C)cc1,1&-3,32*!,2,20*!,-3&0,-1&-1,0.2&0.1
C[C@H](CO)N1C[C@H](C)[C@@H](CN(C)S(=O)(=O)c2cn(C)cn2)Oc2ccc(NS(=O)(=O)c3ccccc3)cc2C1=O,30&-6,6,1,-9&-1,8&2,-3,0.0&0.2
Cc1onc(-c2ccccc2Cl)c1C(=O)NCc1ccco1,-5,nt,nt,-2,-6,nt,nt
C/C=C/c1ccc([C@@H]2[C@@H](CO)N(C(C)=O)[C@@H]2CNC(=O)CC2CC2)cc1,1,86*,4,4,3,-1,0.2
CN(C)S(=O)(=O)N1CCN(S(=O)(=O)N2CCOCC2)CC1,9,-2,nt,-4,5,nt,-0.1
Brc1[nH]nc2ccccc12,2,-7,-5,-7,2,nt,nt
COc1ccc(CNC(=O)C/C(C)=N/NC(=O)c2ccccc2OC)cc1,-9,0,1,-2,3,0,0.5
c1cncc(-c2ccc3[nH]ccc3c2)c1,9,-3,-1,-8,2,2,0.2
COCCCN1C(=O)CS/C1=N\S(=O)(=O)c1ccccc1,3,-4,nt,-5,1,3,1.5
CCOC(=O)C(=O)N=Nc1c(O)n(C)c2ccccc12,-1,nt,nt,2,0,nt,0.4
NC(N)=N/N=C/c1cccc([N+](=O)[O-])c1O,2,nt,nt,0,-2,nt,nt
COCC(=O)Nc1ccc2c(c1)OC[C@@H](C)N(Cc1cccnc1)C[C@H](C)[C@H](OC)CN(C)C2=O,-1,-4,nt,1,nt,nt,-0.2
COc1ccc(C(=O)CSc2nc(C)cc(C)n2)cc1C,-5,-2,-2,-2,0,-4,0.2
CCc1ccc2c(CN3CCN(S(=O)(=O)c4ccccc4F)CC3)cc(=O)oc2c1,-1,1,-17,0,-8,1,1.0

Some entries already given with just SIRT5 inh, E-selectin induc and DENV2 CPE.
smiles	SIRT5 inh	E-selectin induc	DENV2 CPE
CCOC(=O)C(=O)N=Nc1c(O)n(C)c2ccccc12	2	0.4	nt
CCc1ccc2c(CN3CCN(S(=O)(=O)c4ccccc4F)CC3)cc(=O)oc2c1	0	1.0	1

The results go on.
Structure,S100A4 inh HTS,DENV2 CPE,Statin myotox sup,SIRT5 inh,ERp5 inh,PglD DTNB,E-selectin induc
CCNS(=O)(=O)c1ccc(NC(=O)CC(C)c2ccccc2)cc1 (centres undefined),-1,4,nt,5,-1,nt,nt
Cn1c(N)c(S(=O)(=O)N2CCN(Cc3ccccc3)CC2)c(=O)n(C)c1=O,0,-6,nt,0,2,nt,nt
NC(N)=NN=Cc1ccnc2ccccc12,2,2,nt,-1,-1,nt,0.1
CCOc1ccc2nc(SCC(=O)NCc3ccc(S(N)(=O)=O)cc3)sc2c1,-7,0,9,-2,-1,-8,0.1
C[C@H]1CN([C@@H](C)CO)C(=O)c2cc(NC(=O)CCCCCC(=O)Nc3ccccc3N)ccc2O[C@H]1CN(C)S(=O)(=O)c1ccccc1,-5,-9,nt,3,nt,nt,-0.2
